# LMPTP inh – LMPTP (human) inhibition; P24666; recombinant LMPTP-A, OMFP fluorogenic substrate, fluorescence intensity; inhibition, % at 20 µM; 360,000 compounds, 0.22% hits; AID 651560;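 active = compounds that cut the enzyme signal by at least half of the control window in the single-dose screen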;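 also: plate controls were DMSO wells with enzyme plus substrate for no effect and substrate without enzyme for full effect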
#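 Test system: LMPTP-A phosphatase enzyme. Amount: LMPTP-A at 0.625 nM final in the reaction. Reagent: OMFP substrate, 400 µM final. Times: 50 min at room temperature. Signal: endpoint fluorescence intensity from OMFP dephosphorylation. Read-out basis: % inhibition. Benchmarks: no-enzyme and uninhibited controls.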
# Scp-1 inhibitor – Scp-1 (human) phosphatase inhibition; Q9GZU7; Recombinant Scp1, phosphopeptide, malachite green phosphate absorbance; inhibition, % at 20 µM; 340,000 compounds, 0.88% hits;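 active = inhibition above about 50% at 20 µM, limit read from the data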;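 also: plate controls were DMSO wells with enzyme for no effect and wells lacking enzyme for full effect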
# Target sequence (Q9GZU7 76-261 limits assumed): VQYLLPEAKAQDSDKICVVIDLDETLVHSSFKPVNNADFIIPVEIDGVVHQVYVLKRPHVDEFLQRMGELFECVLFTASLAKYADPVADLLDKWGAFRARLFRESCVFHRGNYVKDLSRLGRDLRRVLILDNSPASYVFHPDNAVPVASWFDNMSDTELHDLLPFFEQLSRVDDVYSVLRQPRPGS
#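 Test system: SCP-1 phosphatase catalytic domain, residues 76-261; measured by: colorimetric phosphate reagent with accelerator and stabiliser, absorbance at 630 nm; timing: enzyme reaction 45 min at room temperature, colour 5 min, stabilisation 30 min; also added: Phosphorylated 17-residue peptide substrate; compound dosing: one concentration, 20 µM, with 1.0% DMSO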
# CendR NRP1 mod – NRP-1/CendR interaction modulation | inhibition, % at 25 µM | FAM-RPARPAR peptide binding to NRP-1, fluorescence polarization | AID 602438 | O14786 | 360,000 compounds, 0.85% hits;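 active = inhibition or corrected inhibition above about 18%, plus a signal ratio from 0.5 to 1.5, limit read from the data, passing the limit was not always enough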; also: strong numbers were not always called active
# E coli Lon inh – E. coli protease La inhibition; P0A9M0; purified E. coli Lon protease, fluorescence polarization; inhibition, % at 7.94 µM; 360,000 compounds, 0.42% hits; AID 602123; in the data active = inhibition above about 13%, passing the limit was not always enough;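 also: 0% = enzyme with probe and DMSO and 100% = no enzyme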
# Target sequence (P0A9M0 whole entry, looked up): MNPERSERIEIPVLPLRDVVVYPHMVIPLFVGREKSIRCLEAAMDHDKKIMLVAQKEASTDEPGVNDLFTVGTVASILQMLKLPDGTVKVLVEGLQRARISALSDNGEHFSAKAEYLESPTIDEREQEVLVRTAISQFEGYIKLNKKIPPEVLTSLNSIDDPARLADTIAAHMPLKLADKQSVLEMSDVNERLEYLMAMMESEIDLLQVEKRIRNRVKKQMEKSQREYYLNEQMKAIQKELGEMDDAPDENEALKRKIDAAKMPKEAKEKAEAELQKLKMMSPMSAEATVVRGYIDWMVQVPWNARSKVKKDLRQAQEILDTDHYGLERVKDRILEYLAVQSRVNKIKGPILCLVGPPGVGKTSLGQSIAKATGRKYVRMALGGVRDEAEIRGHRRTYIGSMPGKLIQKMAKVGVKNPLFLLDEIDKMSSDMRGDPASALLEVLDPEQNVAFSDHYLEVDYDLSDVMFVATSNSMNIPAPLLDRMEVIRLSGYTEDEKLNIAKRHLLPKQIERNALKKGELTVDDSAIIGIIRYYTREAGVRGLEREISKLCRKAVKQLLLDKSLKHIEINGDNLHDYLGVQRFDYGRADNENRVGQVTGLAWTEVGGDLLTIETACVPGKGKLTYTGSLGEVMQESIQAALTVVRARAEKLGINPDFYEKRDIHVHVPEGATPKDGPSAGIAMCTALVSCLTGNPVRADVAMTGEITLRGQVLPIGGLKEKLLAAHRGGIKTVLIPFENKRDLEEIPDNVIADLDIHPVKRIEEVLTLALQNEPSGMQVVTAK
# MsrA act – activates bovine MsrA enzyme; purified bovine MsrA, absorbance read-out; activation, % at 10.6 µM; 360,000 compounds, 0.3% hits; in the data active = activation above about 7.5%;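 also: 0% = vehicle and 100% = reference activator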
# MsrA inh – bovine MsrA inhibition | purified bovine MsrA, absorbance read-out | inhibition, % at 15.5 µM | 360,000 compounds, 0.75% hits; in the data active = inhibition above about 4.5%;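 also: 0% = vehicle wells with enzyme and 100% = reference inhibitor wells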
# STEP block – inhibitors of human striatal-enriched phosphatase STEP; recombinant STEP, OMFP fluorogenic substrate, fluorescence; inhibition, % at 20 µM; 360,000 compounds, 0.25% hits;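 active = inhibition at 20 µM, scaled per plate between control wells, above about 37%, limit read from the data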;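 also: 0% = DMSO with enzyme and substrate and 100% = substrate only without enzyme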
#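 System: isolated STEP enzyme; schedule: 20 min enzyme reaction at room temperature, protected from light; medium: Bis-Tris buffer pH 6.0, 2.5 mM DTT, 0.005% Tween 20; signal: fluorescence, 480/540 nm; dosing: single compound dose of 20 µM, 1% DMSO final; also added: OMFP substrate, 25 µM final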
# TbMetRS inhib – Trypanosoma brucei MetRS inhibition. AID 624268. purified T. brucei MetRS, ATP depletion, Kinase-Glo luminescence. 360,000 compounds, 0.4% hits. inhibition, % at 11.9 µM;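 active = inhibition above a per-plate cutoff of the control wells' mean inhibition plus 3 SD, cut at about 5.5% in these data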;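 also: 0% = DMSO wells median and 100% = median of wells with control inhibitor compound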
#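 assay system = parasite MetRS enzyme | timing = 15 min preincubation, 2 h reaction, all 25 °C | evaluation = percent inhibition relative to median high and low control wells | medium = HEPES buffer containing pyrophosphatase, BSA, spermine, DTT | compound = single dose, 11.9 µM final nominal, 0.9% final DMSO | detection = Kinase-Glo luminescence, ATP depletion format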
# DNMT1 inh – inhibitors of human DNMT1; inhibition (reported as % activation of signal), % at 10 µM; DNMT1 molecular beacon, Hinp1I cleavage, fluorescence; P26358; 360,000 compounds, 0.83% hits; in the data active = inhibition above about 50%
# SUMO1-SIM PPI – SUMO1-SIM interaction modulation; P63165; SUMO1 binding to a labelled peptide, TR-FRET, 1 h; inhibition, % at 20 µM; 360,000 compounds, 0.33% hits; AID 602429; in the data active = inhibition above about 37%
# Target sequence (P63165 whole entry, looked up): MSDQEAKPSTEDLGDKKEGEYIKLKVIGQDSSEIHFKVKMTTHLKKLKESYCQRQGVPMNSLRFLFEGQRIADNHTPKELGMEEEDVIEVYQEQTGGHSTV
# Active calls of the source: *; . = not tested or not shown.
SMILES,LMPTP inh,Scp-1 inhibitor,CendR NRP1 mod,E coli Lon inh,MsrA act,MsrA inh,STEP block,TbMetRS inhib,DNMT1 inh,SUMO1-SIM PPI
CCOCCCNC1=C(Cl)C(=O)c2ccccc2C1=O,0.4,3,-9,-7,0,0.6,3,-0.1,-10,0
CCCCN(C)CCCNC(=O)c1cn(CC)c2ccc(S(=O)(=O)N3CCc4ccccc4C3)cc2c1=O,5.0,-182,11,-5,-2,-1.0,3,0.1,0,1
COc1ccc(NC2CCCN(C(=O)c3ccc(C(C)=O)cc3)C2)cc1 (stereo not drawn),-1.4,4,6,-7,-5,-0.5,1,0.1,1,4
O=C(Nc1ccccc1Cl)N1C2CCC1CC(O)(c1cccnc1)C2 (stereo not drawn),-0.3,-7,8,-2,0,-1.3,-4,0.0,9,-5
CC(=O)c1cccc(NC(=O)C(C)OC(=O)C2CCC2)c1 (stereo not drawn),0.8,-2,12,1,-2,-0.9,0,-0.3,-2,4
CC(C)CN(C(=O)COC(=O)CCSc1ccc(F)cc1)c1c(N)n(Cc2ccccc2)c(=O)[nH]c1=O,-1.2,5,10,-12,-1,-0.5,6,0.1,24,1
CCCCOC(=O)CSC1=C(C#N)C(c2ccc3c(c2)OCO3)CC(=O)N1 (stereo not drawn),0.8,-13,1,0,-2,-1.0,0,-0.3,-3,-2
Cc1cc2ccccc2c(=O)n1CC(=O)NCC(=O)N(C)Cc1ccccc1,-0.2,3,7,0,-1,2.6,0,0.1,4,-4
O=c1cccc(-c2cccc3ccccc23)o1,-0.4,.,-9,.,.,3.9,.,-0.7,.,-27
O=C(COC(=O)c1nc(Cl)ccc1Cl)c1ccccc1Cl,-1.0,15,-4,-4,-2,-0.6,0,-0.6,3,-1
O=C(Nc1c(C(=O)N2CCOCC2)cnn1-c1ccccc1)c1ccc([N+](=O)[O-])cc1,-0.4,-9,19,-1,-1,-0.7,-1,-0.4,2,-24
CCOc1ccc(S(=O)(=O)N(C)c2ccc(OCC(=O)OCc3c(C)noc3C)cc2)cc1,2.8,-11,-5,-7,-2,-0.3,2,0.4,-6,1
O=C(Nc1cccc(Cl)c1)c1ccc(NC2=NC3CS(=O)(=O)CC3S2)cc1 (stereo not drawn),-1.8,-12,-5,-8,-2,-0.5,2,0.1,-3,2
CCOC(=O)C1=C(C)NC2=C(C(=O)CC(C)(C)C2)C1c1ccc(O)c(OCC)c1 (stereo not drawn),0.7,-7,-1,3,-3,2.6,-5,0.1,2,-11
N#Cc1nc(-c2ccc(OCc3ccccc3)cc2)oc1NCc1ccco1,2.3,-12,7,-2,-1,1.2,0,0.0,0,13
O=C(Cn1nc(C(=O)O)c2ccccc2c1=O)NC12CC3CC(CC(C3)C1)C2,0.1,-5,1,-2,-7,0.8,0,-1.1,3,0
CCn1nc(NS(=O)(=O)c2ccc([N+](=O)[O-])cc2)c2cc3cccc(C)c3nc21,1.0,-2,6,2,-4,0.5,0,0.2,-3,-14
COc1ccc2c(c1)C(C)=CC(C)(C)N2C(=O)CNCc1ccc2c(c1)OCO2,0.1,-4,14,0,-2,4.5,0,0.0,-1,-1
COc1cc(SC)ccc1C(=O)N1CCCc2ccccc21,-0.7,-7,-4,1,1,0.0,1,0.5,-10,3
CCOC(=O)/C(C#N)=C/c1ccc(OCC(=O)Nc2cc(C)ccc2C)c(OC)c1,-3.6,-5,11,-8,0,1.1,4,-0.6,44,-2
COC(=O)Cn1c(=NC(=O)c2cc(-c3cccs3)nc3ccccc23)sc2cc(S(N)(=O)=O)ccc21,3.4,4,-25,4,-6,3.2,-4,-1.2,-21,-6
COc1ccccc1C(=O)Nc1nnc(S(=O)(=O)N(C)Cc2ccccc2)s1,3.1,-8,0,-5,-2,0.6,1,0.5,1,1
CC(C)NC(=O)c1cc(C2CCCCN2C(=O)c2ccc(C(C)C)cc2)on1 (stereo not drawn),-0.2,.,7,-11,-1,1.0,-2,0.0,0,2
COc1nc2c(c(-c3cc(Br)cs3)c1C#N)Cc1ccccc1-2,2.0,-15,1,16,-1,-0.8,2,-0.4,3,-14
CN(C)CCOc1ccc2ccccc2c1,-1.4,-17,7,6,-4,0.7,2,-0.4,10,-3
COc1ccc(C(=O)OCC(=O)N2CC(=O)Nc3ccccc32)cc1Br,-0.8,-1,-12,-3,-2,0.7,0,0.0,2,-2
CC(c1ccccc1)C1CC(=O)N(c2ccccc2)C1=O (stereo not drawn),-1.4,-7,0,5,-2,1.4,0,0.3,-1,2
Cc1ccc2c(c1)Oc1ccc([N+](=O)[O-])cc1C(=O)N2,-0.4,-8,-4,3,-4,-0.6,0,0.7,8,-11
COc1ccccc1CNC(=O)Nc1cccs1,-1.0,0,-7,-2,1,-0.5,9,0.3,-4,0
CCOc1ccccc1OCC(O)CNC (stereo not drawn),-1.7,-7,3,-17,-3,.,-1,-1.0,0,0
COCc1[nH]nc2c1C(c1ccccc1Cl)C(C#N)=C(N)O2 (stereo not drawn),-0.2,-5,-6,4,0,2.5,-1,1.0,-4,0
CC(=O)Nc1c(C#N)c(-c2ccccc2)c(C#N)c(=O)n1-c1ccc(C)cc1,-2.1,.,-14,3,-2,4.4,3,0.8,6,6
O=C(NN1CCOCC1)c1cc(-c2cccs2)nc2ccccc12,-0.8,0,9,-2,-10,4.3,-2,-1.1,-6,-4
O=C(CN1CCN(c2ccc(O)cc2)CC1)Nc1ccc(S(=O)(=O)N2CCCC2)cc1,2.8,-1,-5,-1,-6,2.9,0,-0.2,-8,2
CCOc1ccc(OCc2ccc(C(=O)OCc3ccccn3)o2)cc1,1.2,1,-5,-3,-1,-0.2,0,-0.8,6,1
Cc1ccc(CNC(=O)c2cccnc2Sc2cccc(Cl)c2)cc1,-1.1,-11,-11,-7,1,0.0,-3,-0.5,1,4
COC(=O)c1nc(NC(=O)c2ccccc2)n[nH]1,-0.3,-5,5,0,-1,-0.4,0,-0.1,3,1
Cc1ccccc1Sc1ccc([N+](=O)[O-])cn1,-1.5,-11,5,2,3,1.5,0,-0.4,-1,-25
CC(C)c1ccc(/C=C/C(=O)Nc2nc3ccc([N+](=O)[O-])cc3s2)cc1,-2.2,-4,14,0,-14,0.8,-3,-1.2,-2,-5
Cc1ccc(CCNC(=O)c2cc(C)nn2-c2ccccc2)cc1,-0.3,-7,-2,-4,-3,-0.3,-1,1.2,61*,-1
CC(=O)Nc1nc2n(n1)C(c1ccc(Cl)cc1)C=C(C)N2 (stereo not drawn),-2.3,-12,13,-1,-1,0.8,-4,-0.8,2,-6
O=C1C2CC=CCC2C(=O)N1Cc1ccccc1Cl (stereo not drawn),-0.3,-5,-17,-8,-2,-0.5,2,0.1,6,0
CC(=O)Nc1c(C)cc(S(C)(=O)=O)cc1C,-2.5,-8,6,-4,-4,-0.6,-1,-0.1,7,-1
CCCc1cc(=O)[nH]c(NCc2ccc(Cl)cc2)n1,-0.7,-3,10,-6,-10,0.1,2,0.4,5,-2
CCOc1ccccc1-c1cc(-c2ccc(OC)cc2)nc2c1c(=O)n(C)c(=O)n2C,0.2,-6,-3,3,-7,0.7,-10,-0.8,17,30
CC(=O)Nc1ccc(NC(=O)C/C(C)=N/NC(N)=S)cc1,0.0,-1,-1,4,-2,-0.6,-4,0.0,-1,-1
CCN(CC)c1ccc(NC(=O)C2CCCN(S(=O)(=O)c3cccnc3)C2)c(C)c1 (stereo not drawn),-1.3,7,-2,-3,-2,0.4,-2,1.9,-1,8
O=c1[nH]c(=O)c2cn[nH]c2[nH]1,-3.0,-14,-8,-4,-2,-0.6,1,-0.6,3,-2
N#C/C(=C/c1cn(CC(=O)O)c2ccccc12)C(=O)NCc1ccccc1,0.2,-6,-7,-4,-4,1.6,2,0.3,-1,-23
CCCCn1c(N)c(N(CCOC)C(=O)c2cc3c(s2)CCC3)c(=O)[nH]c1=O,3.1,7,4,4,-2,-0.1,0,-0.5,27,-4
O=C(O)c1ccc(NC(=O)c2cccc(C(=O)Nc3ccc(C(=O)O)cc3)n2)cc1,-0.4,-4,-20,4,-3,1.6,0,-0.1,0,10
Clc1ccc2c(c1)CNc1c(ncnc1N1CCOCC1)O2,-1.9,0,-14,-10,-5,0.3,-12,-0.3,-1,1
COc1ccccc1OCCNC(=O)c1cc(SC)ccc1Cl,-0.6,-1,2,0,-3,-0.3,0,1.6,-4,0
COc1ccc(-n2nc(C(=O)O)cc2-c2ccccc2)cc1,-0.7,-2,7,4,-1,-0.6,0,-0.5,0,6
Fc1ccc(CN2CCSCC2)cc1Br,-0.5,-3,9,1,0,0.9,18,-0.7,3,-2
COc1ccc(C2=NOC(C(=O)Nc3ccc(C(C)=O)cc3)C2)cc1OC (stereo not drawn),0.6,-8,-2,-7,-2,-1.0,-2,-0.6,-6,-7
Cc1ccc(C2C(C(=O)O)c3ccccc3C(=O)N2C)o1 (stereo not drawn),-1.4,-11,-8,-1,1,0.1,-2,0.0,-1,-2
O=C(OCc1ccccc1)c1cccnc1Cl,-1.6,-5,-8,4,-1,0.1,-3,-0.3,1,0
COc1cc2oc(=O)cc(-c3ccc(-c4ccc(CO)cc4)cc3)c2c(OC)c1OC,0.7,-1,6,2,-8,2.6,-1,-2.3,-10,-33
OC(CN1CCN(Cc2ccccc2)CC1)c1ccccc1 (stereo not drawn),1.2,-12,-9,4,0,-0.9,0,0.1,-2,0
Clc1ccc(CNCCC2=CCCCC2)cc1,-3.7,0,8,-13,-6,-0.4,0,-0.5,3,6
c1ccc(OCCn2cnc3ccccc32)cc1,0.7,-3,-17,-3,-2,-0.6,1,0.1,0,3
COc1ccc(Nc2nc(N3CCN(S(=O)(=O)N(C)C)CC3)nc3ccccc23)cc1,18,1,1,-2,-3,-0.4,1,0.9,-1,6

# Arranged by the number under STEP block (low to high): some entries from above
SMILES,LMPTP inh,Scp-1 inhibitor,CendR NRP1 mod,E coli Lon inh,MsrA act,MsrA inh,STEP block,TbMetRS inhib,DNMT1 inh,SUMO1-SIM PPI
CCOc1ccccc1-c1cc(-c2ccc(OC)cc2)nc2c1c(=O)n(C)c(=O)n2C,0.2,-6,-3,3,-7,0.7,-10,-0.8,17,30
CCCCn1c(N)c(N(CCOC)C(=O)c2cc3c(s2)CCC3)c(=O)[nH]c1=O,3.1,7,4,4,-2,-0.1,0,-0.5,27,-4
O=C1C2CC=CCC2C(=O)N1Cc1ccccc1Cl (stereo not drawn),-0.3,-5,-17,-8,-2,-0.5,2,0.1,6,0

# Compound activity (PubChem BioAssay)
